# Screening results (PubChem BioAssay)
# Runt-SMMHC FRET: inhibitors of human RUNX1 Runt domain binding to CBFb-SMMHC. Q01196+Q13951. Cerulean-Runt/Venus-CBFb-SMMHC FRET ratio 530/480, 1 h. inhibition, % at 20 µM. actives 0.74% (n = 220,000);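 active means mean inhibition across duplicate retests at 20 µM reaching about 50%, limit read from the data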;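 further: 0% = DMSO wells and 100% = wells with excess untagged CBFb-SMMHC; inhibitors lower the FRET ratio by blocking Runt binding to CBFb-SMMHC; some results filed as inactive read as strong as hits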
# MDM2 E3 inh: blocks human Mdm2 ubiquitin ligase activity | actives 0.11% (n = 210,000) | AID 1230 | signal enhancement, % at 5 µM | cell-based MDM2 ubiquitination luciferase reporter, 2 h; 0 = plate control, 100 = twice control, blank-subtracted | Q00987;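 active means signal enhancement of 30% or more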;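 further: luminescence tracks abundance of the self-degrading MDM2-luciferase fusion protein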
#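 Buffer or medium: Cells held in DMEM | Assay system: Stable mammalian line carrying autodegrading MDM2–luciferase fusion reporter | Quantity: 2000 cells/well | Times: 4 h settle plus 2 h compound, 37 °C | Doses: One concentration, 5 µM, with 0.2% DMSO | Technique: Luminescence with SteadyLite reagent, 15 min at room temperature | Benchmarks: Plate controls and plate blanks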
# RBBP9 inh: blocks human serine hydrolase RBBP9; O75884; recombinant RBBP9, FP-Rh probe fluorescence polarization; inhibition, % at 7.94 µM; actives 0.2% (n = 220,000);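 active means inhibition above the campaign mean of all tested compounds plus 3 SD, cut at about 14% in these data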;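 further: plate controls were DMSO wells with RBBP9 for no effect and wells lacking RBBP9 protein for full effect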
# Target sequence (O75884 whole entry, looked up): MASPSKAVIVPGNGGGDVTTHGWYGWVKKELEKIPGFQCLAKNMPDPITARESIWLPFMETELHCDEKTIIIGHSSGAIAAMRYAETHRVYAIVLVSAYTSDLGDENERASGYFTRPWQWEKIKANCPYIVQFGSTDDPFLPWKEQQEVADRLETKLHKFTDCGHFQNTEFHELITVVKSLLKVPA
#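 Test system: recombinant human RBBP9. Quantity: 2.5 µM RBBP9 dispensing solution, before mixing. Detection: FP readout at 525/598 nm. Reagent: Serine-hydrolase probe FP-Rh, 375 nM pre-mixing. Measure: % inhibition. Control set: DMSO-treated enzyme wells and wells lacking RBBP9. Buffer or medium: Tris-NaCl-Pluronic buffer, pH 8.0. Times: preincubation 30 min plus labeling 45 min at 25 °C.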
# NPY-Y1 antag: antagonists of human neuropeptide Y receptor Y1; HEK293-CNG Y1 cells, membrane potential fluorescence; NPY at EC95, then isoproterenol; inhibition, % at 3.6 µM; actives 1% (n = 200,000);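 active means inhibition above the campaign mean inhibition of all tested compounds plus 3 SD, cut at about 20% in these data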;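 further: 0% = DMSO wells given NPY plus isoproterenol and 100% = isoproterenol alone without NPY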
# Target sequence (P25929 whole entry, looked up): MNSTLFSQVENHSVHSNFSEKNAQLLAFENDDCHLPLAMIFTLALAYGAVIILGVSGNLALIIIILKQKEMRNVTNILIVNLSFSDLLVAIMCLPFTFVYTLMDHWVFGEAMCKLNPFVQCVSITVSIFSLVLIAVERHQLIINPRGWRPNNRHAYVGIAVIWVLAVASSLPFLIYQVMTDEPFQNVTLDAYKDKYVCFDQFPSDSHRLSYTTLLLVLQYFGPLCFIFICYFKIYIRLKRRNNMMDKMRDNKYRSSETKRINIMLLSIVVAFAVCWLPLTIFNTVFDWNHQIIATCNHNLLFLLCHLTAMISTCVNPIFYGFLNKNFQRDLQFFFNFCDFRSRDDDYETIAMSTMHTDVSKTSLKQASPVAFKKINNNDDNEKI
#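 Assay system: HEK293 cells with Y1 receptor plus CNG channel | Probe or stimulus: NPY (25 nM), isoproterenol (1 µM), Ro 20-1724 (25 µM) | Timing: Compound incubation 1 h at room temperature, readout 45 min post-stimulation | Measured by: Membrane-potential fluorescent dye readout | Benchmarks: High control isoproterenol alone, low control NPY with isoproterenol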
# Hck Nef HTS: human Hck-Nef kinase inhibition. P08631. Recombinant Hck-YEEI plus Nef, Z-Lyte FRET kinase assay. inhibition, % at 20 µM. actives 0.68% (n = 220,000). AID 463187;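 active means Hck-Nef kinase inhibition above about 50%, limit read from the data; inactive means inhibition below that limit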;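 further: 0% = DMSO with Hck plus Nef and 100% = Hck alone without Nef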
# NPY1 pot ag: potentiators or agonists of human neuropeptide Y receptor Y1 | P25929 | NPY-Y1 expressing cells, potentiator/agonist activation | activation, % at 3.6 µM | actives 0.37% (n = 220,000) | AID 1304; in the data active means activation above about 33%, passing the limit was not always enough;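 further: cells stimulated with NPY at EC10 then isoproterenol at EC100; 0% = low agonist plus stimulus and 100% = saturating agonist plus stimulus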
# Runt-CBFb FRET: blocks binding of human RUNX1 Runt domain to CBFb | inhibition, % at 20 µM | Cerulean-Runt/Venus-CBFb FRET ratio 530/480, 1 h | actives 0.46% (n = 220,000) | AID 1496;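 active means inhibition over about 50% at 20 µM in the single-dose screen, limit read from the data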;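 further: 0% = DMSO wells and 100% = excess unlabeled CBFb competitor control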
#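 Doses: 20 µM compound in 1% DMSO | Material: Cerulean-labeled Runt domain protein | Amount: Each fluorescent fusion protein 100 nM | Schedule: Two 1 h room-temperature incubations shielded from light | Measured by: FRET fluorescence | Evaluation: Loss of energy transfer signal | Controls: Unlabeled CBFb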
# p97 inhibitor: blocks human p97 ATPase activity; P55072; recombinant p97 ATPase, Kinase-Glo ATP luminescence, 3 h; inhibition, % at 8 µM; actives 0.42% (n = 220,000); in the data active means inhibition above about 15%;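 further: 0% = DMSO vehicle and 100% = wells lacking enzyme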
# NPY-Y2 PAM-ag: potentiates or activates human NPY-Y2 receptor | cells expressing NPY-Y2, potentiator/agonist read-out | AID 1359 | actives 0.45% (n = 220,000) | P49146 | activation, % at 3.6 µM; in the data active means activation above about 27%;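 further: cells stimulated with NPY near EC25 plus isoproterenol at EC100; 0% = vehicle plus submaximal agonist and 100% = vehicle plus saturating agonist; some results beyond the cut were filed as inactive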
# Target sequence (P49146 whole entry, looked up): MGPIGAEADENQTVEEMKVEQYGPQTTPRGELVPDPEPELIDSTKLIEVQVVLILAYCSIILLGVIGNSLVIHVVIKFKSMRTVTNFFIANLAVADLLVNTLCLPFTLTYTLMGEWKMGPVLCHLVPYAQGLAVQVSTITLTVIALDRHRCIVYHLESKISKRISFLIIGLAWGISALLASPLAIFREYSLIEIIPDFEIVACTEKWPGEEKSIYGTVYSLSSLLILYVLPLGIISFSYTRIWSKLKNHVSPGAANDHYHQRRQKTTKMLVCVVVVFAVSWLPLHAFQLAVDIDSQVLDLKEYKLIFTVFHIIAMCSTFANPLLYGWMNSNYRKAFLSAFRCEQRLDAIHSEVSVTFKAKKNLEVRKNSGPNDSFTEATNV
# An asterisk follows results filed as active; x = no result given.
Runt-SMMHC FRET,MDM2 E3 inh,RBBP9 inh,NPY-Y1 antag,Hck Nef HTS,NPY1 pot ag,Runt-CBFb FRET,p97 inhibitor,NPY-Y2 PAM-ag,Structure
-2,-12,-6,-4,2,-10,3,-4,-10,Cn1c(=O)[nH]c(=O)c2c1nc(SCC(=O)O)n2CCc1ccccc1
0,-6,-6,0,-31,1,0,0,-6,Cc1cccc(OCC(=O)N2CCN(S(C)(=O)=O)CC2)c1
1,-9,-5,-4,2,2,1,-1,-3,CCc1nnc(NC(=O)c2ccc(S(=O)(=O)N(CCOC)CCOC)cc2)s1
-5,-11,1,0,0,8,0,2,10,N#C/C(C(=O)N1CCCCC1)=C1\Nc2ccccc2S1
3,-7,-10,2,4,10,2,2,8,COC(=O)Nc1ccc(OCC(=O)N2CCOCC2)cc1
0,-2,-1,3,21,-2,4,2,-16,CCN(CC)S(=O)(=O)c1ccc(NC2c3ccccc3C(=O)N2CCN2CCOCC2)cc1 (centres undefined)
22,-4,-2,1,3,1,10,0,14,C=CCn1c(CCC(=O)O)ccc1-c1ccc(OC)cc1
-1,-23,-8,-6,23,14,0,3,2,CCCn1nnnc1SCC(=O)NNC(=O)c1ccco1
-5,x,-4,-2,14,-12,1,2,-6,CCNCCOC(c1ccccc1)c1ccccc1
-2,-2,-2,2,-4,4,-4,0,6,CC(=O)NCCn1c(SCc2cccc([N+](=O)[O-])c2)nc2ccccc2c1=O
-4,x,0,x,15,18,1,9,5,CCN(Cc1cnn(C)c1)C(=O)c1cc(COc2ccc(F)cc2F)on1
2,-15,4,-1,2,5,0,-1,14,Cc1cc(C)n(CC2CC(=O)N(c3cc(Cl)cc(Cl)c3)C2=O)n1 (centres undefined)
0,6,-6,2,2,-8,1,2,-8,COc1cc(OC)c(-c2cc(C(=O)O)ccc2OC)c(OC)c1
0,-4,-6,2,1,-10,11,5,4,CC(=O)c1c(C)nc(-c2ccccc2)n1O
1,-17,-2,7,1,8,1,16*,-1,N#C/C(=C(/O)CSc1ccccc1C(=O)O)c1nc2ccccc2s1
-4,-10,-16,0,0,9,-2,-3,-4,O=C(Cn1c(=O)c2c(ncn2C2CCCC2)n(Cc2ccccc2)c1=O)N1CCc2ccccc21
0,-1,-5,x,21,14,4,2,-25,CCOc1ccc(NC(=O)CC2C(=O)N(CC)C(=S)N2NC(=O)c2ccncc2)cc1 (centres undefined)
0,-1,-5,7,0,13,0,4,8,CCCS(=O)(=O)N1CCN(Cc2ccc([N+](=O)[O-])cc2)CC1
-2,9,x,x,17,x,-1,x,x,COc1ccc(C(CC(=O)N2CCOCC2)c2c(OC)cc(OC)c3c(-c4ccccc4)cc(=O)oc23)cc1 (centres undefined)
x,x,-9,6,-9,-10,x,-3,8,CCOC(=O)c1sc(NC(=O)CSc2nc(-c3ccco3)cc(C(F)(F)F)n2)c(C(=O)OC(C)C)c1C
-1,-37,-1,1,70*,6,-3,1,-1,CCC(Sc1nc2ccccc2c2nc3ccccc3n12)C(=O)NCc1ccco1 (centres undefined)
-2,-17,-6,5,-7,-23,0,-2,-5,COC(=O)c1ccc(OCCn2cnc3ccccc3c2=O)cc1
-2,-6,5,10,12,-28,4,6,-22,COc1cc2c(cc1OC)-c1cc(Nc3ccc4c(c3)OCCO4)nc(=O)n1CC2
2,-33,-7,21*,40,-44,-3,0,33*,CCOC(=O)N1CCN(C(=O)CSCC(=O)Nc2nc(-c3ccc(-c4ccccc4)cc3)cs2)CC1
-7,4,-3,x,-11,11,-2,6,5,CN(C)c1ccc(/C=N\NC(=O)c2cccc3cc[nH]c23)cc1

# Molecules shown so far that have fluorine, in the order listed:
Runt-SMMHC FRET,MDM2 E3 inh,RBBP9 inh,NPY-Y1 antag,Hck Nef HTS,NPY1 pot ag,Runt-CBFb FRET,p97 inhibitor,NPY-Y2 PAM-ag,Structure
-4,x,0,x,15,18,1,9,5,CCN(Cc1cnn(C)c1)C(=O)c1cc(COc2ccc(F)cc2F)on1
x,x,-9,6,-9,-10,x,-3,8,CCOC(=O)c1sc(NC(=O)CSc2nc(-c3ccco3)cc(C(F)(F)F)n2)c(C(=O)OC(C)C)c1C

# Profiles, looked up by structure. Values in the order: Runt-SMMHC FRET, MDM2 E3 inh, RBBP9 inh, NPY-Y1 antag, Hck Nef HTS, NPY1 pot ag, Runt-CBFb FRET, p97 inhibitor, NPY-Y2 PAM-ag
# Cn1c(=O)[nH]c(=O)c2c1nc(SCC(=O)O)n2CCc1ccccc1 across the screens: -2, -12, -6, -4, 2, -10, 3, -4, -10
# CCOc1ccc(NC(=O)CC2C(=O)N(CC)C(=S)N2NC(=O)c2ccncc2)cc1 (centres undefined) across the screens: 0, -1, -5, x, 21, 14, 4, 2, -25

# Continued.
Runt-SMMHC FRET,MDM2 E3 inh,RBBP9 inh,NPY-Y1 antag,Hck Nef HTS,NPY1 pot ag,Runt-CBFb FRET,p97 inhibitor,NPY-Y2 PAM-ag,Structure
1,-4,-7,10,2,-6,-2,3,7,COc1cccc(NC(=S)N2CCN(Cc3ccccc3)CC2)c1
-2,-9,-30,x,17,8,15,0,27,CC(C)c1ccc(N2C(=O)/C(=C/N(C)C)SC2=S)cc1
-6,-70,-3,x,13,4,0,9,-9,O=c1[nH]c(SCc2ccccc2[N+](=O)[O-])nc2nc[nH]c12
3,-14,6,-4,13,-8,11,7,1,CC(C)C(=O)Nc1ccc(NC(=O)CCc2ccccc2)cn1
1,-10,-6,-4,6,7,0,4,16,c1ccc2oc(NC3=NCN(CC4CCCO4)CN3)nc2c1 (centres undefined)
0,-2,-12,4,4,4,26,-2,4,Cc1cc(C(=O)N(C)Cc2ccc(Br)cc2)no1
1,-19,-7,2,4,6,0,1,-9,CC1CCCCC1NC(=O)COC(=O)c1ccc(N(C)C)cc1 (centres undefined)
0,-10,-6,5,2,-17,6,-1,3,CCCn1c(C)cc(C(=O)COc2ccc(S(=O)(=O)N(CC)CC)cc2[N+](=O)[O-])c1C
-1,-4,7,x,2,-22,0,1,-32,CC(C)CCC(C(=O)O)C(C)CC(=O)Nc1ccn(-c2ccccc2)n1 (centres undefined)
22,1,7,-2,3,31,23,1,9,CCCN1C(=O)/C(=C\C=C2/C=CN(CC)c3ccccc32)SC1=S
-1,21,-16,18,0,-41,1,-6,-33,O=c1cnnc(SCCc2ccccc2)[nH]1
-2,-8,-3,8,2,-21,0,-2,-21,O=C(CSc1n[nH]c(-c2cccs2)n1)N1CCN(S(=O)(=O)c2ccc3ccccc3c2)CC1
-7,-13,-1,-6,-9,-8,-2,1,11,O=C(NCCc1ccccc1)c1ccc(NCC2CCCO2)c([N+](=O)[O-])c1 (centres undefined)
-1,1,0,7,0,2,-4,2,1,Cc1c(CNC(=O)c2cnn3c2NC(c2ccc(Br)cc2)CC3C(F)(F)F)cnn1C (centres undefined)
-4,-27,-4,-4,8,-6,1,0,0,CCOc1ccc(CNCc2ccc(C(=O)O)cc2)cc1OC
-3,0,-6,-2,-1,-4,-2,4,-5,COc1ccc(N(CC(=O)NCc2ccccc2)S(C)(=O)=O)cc1
-24,x,1,-3,4,-4,-10,3,2,COc1ccc2cc3c(N)nn(C(=O)c4cccc([N+](=O)[O-])c4)c3nc2c1
18,9,x,x,21,x,10,x,x,CCN(CC)C(=O)CC(c1cc(OC)c(OC)c(OC)c1)c1c(OC)cc(OC)c2ccc(=O)oc12 (centres undefined)
2,6,-3,4,21,-3,-1,-5,12,COc1cc(COCC(O)CN2CCN(Cc3ccc4c(c3)OCO4)CC2)cc(OC)c1OC (centres undefined)
-10,8,-5,-4,5,18,-2,3,-2,CCc1c(C)sc(NC(=O)c2cccs2)c1C#N
1,-23,-3,-3,13,24,-2,11,-9,O=C(COC(=O)c1ncc(Cl)c(Cl)c1Cl)NC(=O)NCc1ccccc1
0,-11,-15,-2,18,13,1,1,0,CN1CCN(NC(=O)c2cn(-c3ccccc3)nc2-c2cccs2)CC1
-3,-23,-1,3,1,6,-1,3,-4,COc1cccc(C(=O)Nc2cccnc2)c1
-2,-4,5,-1,-11,-11,0,0,3,CC(C(=O)NCc1ccc2c(c1)OCO2)c1ccc([N+](=O)[O-])cc1 (centres undefined)
2,-10,-4,-6,2,-5,0,4,11,COc1ccc(Cc2c(Cl)ncnc2Cl)cc1
-2,-12,3,-1,3,-2,-8,-3,-18,Brc1ccc(CSc2ccc3nnc(-c4cccnc4)n3n2)cc1
-15,-11,4,8,2,2,-9,3,12,O=C(NCCc1ccccn1)C(F)(F)C(F)(F)C(F)(F)C(F)(F)C(F)(F)C(F)(F)C(F)(F)C(F)F
-89,8,-75,7,11,-12,-19,-7,-12,CCOc1cc(/C=C2\SC(=S)N(NC(=O)c3cccnc3)C2=O)ccc1O
-5,-11,-5,-3,3,-6,-1,2,-7,CNc1nc2c(c(=O)[nH]c(=O)n2C)n1CCOC
6,-11,-10,x,-12,11,5,-5,-10,COc1ccc(C2c3ccc(O)cc3Oc3ncn(CCN4CCOCC4)c(=N)c32)cc1OC (centres undefined)
-1,-5,-3,8,1,0,-3,8,-5,CCOC(=O)C1CCCc2c1[nH]c1c(C(=O)O)cccc21 (centres undefined)
-1,10,-2,4,-4,-5,1,-9,-8,CCCCC1(O)CC(C(F)(F)F)=NN1C(=O)COc1ccccc1 (centres undefined)
-2,9,-1,1,1,6,-2,0,7,O=C(CSc1nnnn1C1CCCCC1)Nc1nc2c(s1)CCCC2
5,0,-9,1,-37,0,1,0,6,CC1=C/C(=N\NC(=O)c2cccs2)CC(C)(C)C1
7,-4,-7,-4,5,-35,-2,-6,-4,COc1ccc(-c2csc(N(CC3CCCO3)C(=O)c3ccc(C)cc3)n2)cc1 (centres undefined)
1,-18,-5,7,1,-12,1,-1,-16,Cn1c(SCC(=O)Nc2ccc3c(c2)OCCO3)nnc1-c1ccccn1
-2,-14,2,1,4,-16,1,0,73*,O=C(NCCc1ccccc1)C1CCCN(S(=O)(=O)c2cnc[nH]2)C1 (centres undefined)
-2,-15,-10,2,4,20,-2,4,0,CC(C)NS(=O)(=O)c1ccc(OCC(=O)Nc2ccc(F)cc2F)cc1
1,-14,4,3,-1,-8,-2,1,-8,CCCCC(=O)NCCNc1nc2c(c(=O)n(C)c(=O)n2C)n1Cc1ccc(F)cc1
4,-4,-12,-1,8,-2,1,2,-7,CCOc1cc(S(=O)(=O)NCc2cccnc2)c(C)cc1C

# Compounds were not picked by outcome; 3.5% or so of the library scored in one or more.
